Screens (PubChem)
NCI-60 one-dose screen, 48 h, at 10 µM unless noted. Numbers give growth in % (100 = growth as untreated, 0 = no growth, -100 = all killed).
OVCAR-5 – OVCAR-5 ovarian cancer; actives 2.9% (n = 82,000); AID 1794783
CAKI-1 – CAKI-1 renal cancer; actives 4.7% (n = 75,000); AID 1794772
RXF 393 – RXF 393 renal cancer cells; actives 6.9% (n = 77,000)
A498 – A498 renal cancer cells; actives 5.4% (n = 76,000)
TK-10 – TK-10 renal cancer cells; actives 3.9% (n = 81,000)
OVCAR-8 – OVCAR-8 ovarian cancer | actives 4.4% (n = 81,000) | AID 1794782
ACHN – ACHN renal cancer; actives 4.9% (n = 81,000); AID 1794771
OVCAR-3 – OVCAR-3 ovarian cancer | actives 7% (n = 79,000)
* hit, by the source's call; . = not tested or not shown; & = joins results of further samples. How the source made its calls: active means growth percent below 10; inactive means the rest.

SMILES	OVCAR-5	CAKI-1	RXF 393	A498	TK-10	OVCAR-8	ACHN	OVCAR-3
Cc1cc(C(C)(C)C)c(O)c(C(C)(C)C)c1	106&91	99&98	110&113	101&102	107&95	108&103	99&106	120&99
COc1cc(NCCCCCCN)c2ncccc2c1OC	114&112	116&100	117&109	95&107	104&124	101&93	101&109	97&12
Cc1cc(=O)oc2cc(OCC(O)CNN3C(=O)c4cccc5c(N6CCCCC6)ccc(c45)C3=O)ccc12 (stereo not drawn)	104	93	97	141	137	90	92	91
CCOC1Oc2ccc(C)cc2C(=O)/C1=C\Nc1cccc(S(N)(=O)=O)c1 (stereo not drawn)	104	.	141	79	136	97	106	.
COc1ccc(-c2csc(NC(=O)Nc3nc(-c4ccc(OC)cc4)cs3)n2)cc1	.	82	99	96	100	70	90	82
Nc1ccc(S(=O)(=O)c2ccc(NO)cc2)cc1	80	102	54	114	131	96	114	131
COc1ccc(-c2nnc(SCC(=O)c3ccc(Cl)cc3)o2)cc1	93	98	113	100	96	99	102	103
COc1ccc(Nc2n[nH]c(N)c2C(=O)Nc2ccccc2)c(OC)c1	94	89	90	101	106	92	99	111
Cc1cc(CO)c(O)c(CO)c1	101	97	112	95	97	105	103	113
N#Cc1cnc(-n2cc(C#N)c(-c3ccccc3)n2)nc1N	120	.	107	100	88	119	102	104
O=C(NN1C(=O)/C(=C/C=C/c2ccco2)SC1=S)c1ccc(Cl)cc1	102	92	123	.	118	100	102	.
COc1ccc(-c2cn(-c3ccc(Cl)cc3)c(SCC(=O)c3ccccc3)n2)cc1	94	82	75	94	91	85	79	93
COc1ccc(/C(=C\c2ccc3c(c2)OCO3)C(=O)Nc2nc3ccccc3s2)cc1OC	94	79	88	79	97	87	98	97
COc1cccc(C2Cc3ncncc3-c3nc(N)c4cncnc4c32)c1 (stereo not drawn)	122	94	96	74	100	106	105	95
O=C(O)CCC(=O)OCCN(Cc1ccc(Oc2ccc([N+](=O)[O-])cc2)cc1)C(=O)C(Cl)Cl	116	92	112	.	133	101	103	109
O=S(=O)(Nc1ncccn1)c1ccc(-n2c(-c3ccccc3)nc(-c3ccccc3)c2-c2ccccc2)cc1	104	84	.	82	95	97	97	113
Cc1c(C(=O)NCc2ccccc2)[n+](=O)c2cc(F)ccc2n1[O-]	103	80	33	101	138	116	102	93
O=C(O)CNC1=C(Cl)C(=O)c2ccccc2C1=O	118	77	128	102	110	88	91	98
CC(Oc1ccc(NC(=O)c2cccs2)cc1)C(=O)c1ccc(Cl)cc1 (stereo not drawn)	86	.	86	65	99	81	74	76
COc1ccc(C2=NN(C=O)C(c3ccc(Oc4ccnc5cc(Cl)ccc45)c(OC)c3)C2)cc1 (stereo not drawn)	102	83	68	83	101	52	71	86
CC/C(N)=N/S(=O)(=O)c1ccc(N)cc1	98	97	106	85	98	96	105	119
COc1cc([N+](=O)[O-])c(NC(C)=O)cc1Br	113	138	114	107	109	98	111	112
NC(=S)c1csc(CCNC(=O)c2ccccc2)n1	117	91	128	90	107	106	105	113
Nc1c(C(=O)Nc2ccc(Br)cc2)sc2nc(-c3cnccn3)cc(-c3cccs3)c12	102	87	105	106	145	105	101	103
O=S(=O)(Oc1ccc(/C=N/N=c2/sc(-c3ccccc3)cn2-c2ccccc2)cc1)C(F)(F)C(F)(F)C(F)(F)C(F)(F)C(F)(F)C(F)(F)C(F)(F)C(F)(F)F	105	92	.	119	135	101	97	130

Reprinted from the part before: two compounds, then new ones.
SMILES	OVCAR-5	CAKI-1	RXF 393	A498	TK-10	OVCAR-8	ACHN	OVCAR-3
Nc1c(C(=O)Nc2ccc(Br)cc2)sc2nc(-c3cnccn3)cc(-c3cccs3)c12	102	87	105	106	145	105	101	103
O=S(=O)(Oc1ccc(/C=N/N=c2/sc(-c3ccccc3)cn2-c2ccccc2)cc1)C(F)(F)C(F)(F)C(F)(F)C(F)(F)C(F)(F)C(F)(F)C(F)(F)C(F)(F)F	105	92	.	119	135	101	97	130
O=c1[nH]c2ccccc2c(O)c1C(c1ccc(Cl)cc1)c1c(O)c2ccccc2[nH]c1=O	107	85	.	116	103	99	96	106
C=C(C)[C@@H]1CC[C@]2(C(=O)OC)CC[C@]3(C)[C@H](CC[C@@H]4[C@@]5(C)C/C(=C/c6ccccn6)C(=O)C(C)(C)[C@@H]5CC[C@]43C)[C@@H]12	94	65	95	95	103	98	92	103
Cc1ccccc1NCSC(=S)N(C)C	112	.	104	113	98	99	114	105
CC(/C=N/NC(N)=S)Cc1ccc(C(C)C)cc1 (stereo not drawn)	87	59	69	51	100	79	103	78
CN(C)CCCC(O)c1cccc2ccccc12 (stereo not drawn)	103	99	126	108	103	99	103	124
N#Cc1c(-c2ccc(Br)cc2)nc2n[nH]c(-c3ccc(Br)cc3)c2c1-c1ccc(F)cc1	98	70	102	163	135	101	91	106
CCN(CC)c1ccc(/C=C2\SC(=O)C(Nc3nnc(-c4cccnc4SCc4ccccc4)o3)C2=O)cc1 (stereo not drawn)	41	41	-13*	9.4*	44	24	51	-14*
COC(=O)c1cc(C(=O)C(C)Br)n2c1ccc1c3ccccc3ccc12 (stereo not drawn)	104	71	112	137	89	56	70	104
COc1ccc(C(CC(N)=O)C(=O)O)cc1 (stereo not drawn)	112	93	114	110	99	111	110	111
Cn1c(=O)c2c(ncn2CCC(=O)Nc2ccccc2)n(C)c1=O	104	95	123	94	99	102	109	111
Cc1cccc(NC(=S)Nc2cccc(C)n2)n1	127	68	.	83	104	107	104	106
CC1COc2c(N3CCN(C)CC3)c(F)cc3c(=O)c(C(=O)N/N=C/c4c[nH]c5ccccc45)cn1c23 (stereo not drawn)	99	98	.	90	148	103	104	109
CCOC(=O)c1cnn(CC(C)O)c1NC(=O)NCc1cccc(F)c1 (stereo not drawn)	107	97	111	96	87	106	106	107
COc1cc(NCC(O)CN2CCCCC2C)c2ncccc2c1 (stereo not drawn)	116	91	.	86	117	94	80	70
CNNCc1ccc(C(=O)NC(C)C)cc1	97	101	111	78	104	101	101	108
c1ccc(CCc2cccnc2)cc1	104	112	113	93	109	102	111	134
COC1OC(COS(=O)(=O)c2ccc(C)cc2)C(OC(=O)c2ccccc2)C(OC(=O)c2ccccc2)C1OC(=O)c1ccccc1 (stereo not drawn)	96	95	98	116	99	102	101	105
CN1CCN(Cc2ccc(NC(=O)c3[nH]ncc3Nc3cc(OC4CCCC4)ncn3)cc2)CC1	51	19	-0.5*	50	88	43	8.8*	11
COc1ccc(OCC(=O)Nc2ccc(-c3nc4ccccc4s3)cc2OC)cc1	90	66	82	117	95	69	76	88
OCc1ccccc1O	115	102&104	97&103	81&97	89&97	104&101	108&97	109&117
COc1ccccc1C1CCCCC1	106	103	125	99	106	100	101	103
Cc1c(O)c(=O)ccn1-c1nc2ccccc2s1	99	.	88	96	91	85	61	100
COc1ccc2c(c1)nnc1c3cccnc3[nH]c21	36	.	-67*	40	12	3.1*	-10*	-51*
Cc1nn(-c2ccc([N+](=O)[O-])cc2)c2ncnc(NCCc3ccccc3)c12	101	87	102	82	108	98	100	112
CSc1nc(-c2ccc(Cl)cc2)c(C#N)c(N2CCOCC2)n1	92	86	97	46	101	92	95	111
Additional results follow:
SMILES	OVCAR-5	CAKI-1	RXF 393	A498	TK-10	OVCAR-8	ACHN	OVCAR-3
CSc1cnnc2ccccc12	97	82	117	109	.	102	94	109
CC(=O)OCC(C)(COC(C)=O)[N+](=O)[O-]	106	.	115	113	117	101	99	110
CCOC(=O)C(C)(C)CCc1ccncc1	102	97	103	108	119	99	99	113
OCCN1CCN(CCCN2c3ccccc3Sc3ccc(C(F)(F)F)cc32)CC1	.	26	28	44	4.3*	.	.	53
CC(=O)N1N=C(c2ccc(C)cc2)CC1c1ccc(C)s1 (stereo not drawn)	104	90	133	80	.	103	106	119
COc1ccccc1NC(=O)N1CCN(C)CC1	117	95	122	98	108	104	103	106
OCC1CCN(c2cc(-c3cccnc3)ccc2NC(=S)Nc2ccc(C(F)(F)F)cc2)CC1	97	77	57	40	85	63	85	49
OCC[N+](CCO)(CCO)CCO	105	103	107	103	108	101	107	115
O=C1c2ccccc2C(=O)c2c(N=Nc3sc(=O)[nH]c3S)cccc21	129	96	115	.	138	95	102	89
CN(C)c1ccc(/C=N/NC(=O)COc2ncnc3sc4c(c23)CCCC4)cc1	91	95	92	52	119	105	102	104
Nc1ncnc2nc(Cl)[nH]c12	99	96	105	95	84	90	111	104
Clc1ccc(-c2nnc(COc3ccc(C4=NNC(c5cccs5)C4)cc3)o2)cc1 (stereo not drawn)	109	96	93	113	118	107	107	109
Cc1ccc(N(C(=O)C2CC2c2ccc(F)c(F)c2)C(C(=O)NCCN2CCOCC2)c2ccc(Cl)cc2)cc1 (stereo not drawn)	95	89	95	.	116	81	86	82
COc1ccc(/C=C2\CN(C(=O)C(Cl)Cl)C/C(=C\c3ccc(OC)c(OC)c3)C2=O)cc1OC	11	-17*	-67*	-48*	22	19	-83*	-17*
COc1cc(-c2nc(SCCC(C)C)nc(N3CCOCC3)c2C#N)cc(OC)c1OC	102	76	101	108	46	43	101	-33*
Cc1ccc(S(=O)(=O)N/N=C2/CC(C)(C)CC(=O)C2(C)C)cc1	99	88	112	.	97	100	106	109
Clc1nc(Cl)nc(-c2ccccc2)n1	98	92	126	102	103	104	106	110
CCC(=O)c1c(C)cc(C)c(C(=O)CC)c1C	102	96	.	94	96	90	111	115
c1ccc(-c2nnc(Cn3c(COc4cccc5ccccc45)nc4ccccc43)o2)cc1	93	84	105	97	112	93	85	96
CC1CC2NN(C(N)=S)C(=N)C2(C#N)C1(C#N)C#N (stereo not drawn)	107	.	116	99	96	102	.	102
Cc1ccccc1-c1cc(-c2ccc(Br)s2)[nH]c(=O)c1C#N	104	88	106	.	109	105	101	113
O=Cc1cn(-c2ccc(C(=O)O)cc2)nc1-c1ccc(C(=O)O)cc1	112	.	117	109	89	94	107	107
Cc1ccc(/C(C#N)=C/c2ccc3c(c2)OCO3)cc1	112	54	75	.	81	94	95	74
CC(C)(C)c1ccc(C(=O)Nc2sc3cc(O)ccc3c2C(N)=O)cc1	99	77	71	107	133	81	74	91

Compounds listed so far that have a carbonyl joined to an NH by a bond outside any ring (20):
SMILES	OVCAR-5	CAKI-1	RXF 393	A498	TK-10	OVCAR-8	ACHN	OVCAR-3
COc1ccc(-c2csc(NC(=O)Nc3nc(-c4ccc(OC)cc4)cs3)n2)cc1	.	82	99	96	100	70	90	82
COc1ccc(Nc2n[nH]c(N)c2C(=O)Nc2ccccc2)c(OC)c1	94	89	90	101	106	92	99	111
O=C(NN1C(=O)/C(=C/C=C/c2ccco2)SC1=S)c1ccc(Cl)cc1	102	92	123	.	118	100	102	.
COc1ccc(/C(=C\c2ccc3c(c2)OCO3)C(=O)Nc2nc3ccccc3s2)cc1OC	94	79	88	79	97	87	98	97
Cc1c(C(=O)NCc2ccccc2)[n+](=O)c2cc(F)ccc2n1[O-]	103	80	33	101	138	116	102	93
CC(Oc1ccc(NC(=O)c2cccs2)cc1)C(=O)c1ccc(Cl)cc1 (stereo not drawn)	86	.	86	65	99	81	74	76
COc1cc([N+](=O)[O-])c(NC(C)=O)cc1Br	113	138	114	107	109	98	111	112
NC(=S)c1csc(CCNC(=O)c2ccccc2)n1	117	91	128	90	107	106	105	113
Nc1c(C(=O)Nc2ccc(Br)cc2)sc2nc(-c3cnccn3)cc(-c3cccs3)c12	102	87	105	106	145	105	101	103
COc1ccc(C(CC(N)=O)C(=O)O)cc1 (stereo not drawn)	112	93	114	110	99	111	110	111
Cn1c(=O)c2c(ncn2CCC(=O)Nc2ccccc2)n(C)c1=O	104	95	123	94	99	102	109	111
CC1COc2c(N3CCN(C)CC3)c(F)cc3c(=O)c(C(=O)N/N=C/c4c[nH]c5ccccc45)cn1c23 (stereo not drawn)	99	98	.	90	148	103	104	109
CCOC(=O)c1cnn(CC(C)O)c1NC(=O)NCc1cccc(F)c1 (stereo not drawn)	107	97	111	96	87	106	106	107
CNNCc1ccc(C(=O)NC(C)C)cc1	97	101	111	78	104	101	101	108
CN1CCN(Cc2ccc(NC(=O)c3[nH]ncc3Nc3cc(OC4CCCC4)ncn3)cc2)CC1	51	19	-0.5*	50	88	43	8.8*	11
COc1ccc(OCC(=O)Nc2ccc(-c3nc4ccccc4s3)cc2OC)cc1	90	66	82	117	95	69	76	88
COc1ccccc1NC(=O)N1CCN(C)CC1	117	95	122	98	108	104	103	106
CN(C)c1ccc(/C=N/NC(=O)COc2ncnc3sc4c(c23)CCCC4)cc1	91	95	92	52	119	105	102	104
Cc1ccc(N(C(=O)C2CC2c2ccc(F)c(F)c2)C(C(=O)NCCN2CCOCC2)c2ccc(Cl)cc2)cc1 (stereo not drawn)	95	89	95	.	116	81	86	82
CC(C)(C)c1ccc(C(=O)Nc2sc3cc(O)ccc3c2C(N)=O)cc1	99	77	71	107	133	81	74	91

Not all compounds are listed. The share of hits here may be higher or lower than overall.
